IDE cell inh: human IDE inhibitors in live cells, primary screen, fluorescence polarization, HEK cells, FAbetaB substrate; FAbetaB cleavage; AID 434962, 2010; Insulin-degrading enzyme (Homo sapiens), P14735; 320,000 tested, 0.41% active; inhibition, % at 5.59 µM;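 active = percent inhibition above the average of all tested compounds plus 3 SD, set per screening campaign, cut at about 16% in these data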;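 also: IDE supplied by intact live HEK cells; FP after avidin binding of uncleaved biotin substrate so inhibition keeps polarization high; 0% = DMSO wells and 100% = 60 µM reference IDE inhibitor Ii1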
p-CIP stab down: p/CIP-EGFP fusion destabilizers, primary screen, fluorescence, F442A cells. Q05BA5. 16 h. decrease of EGFP signal, % at 10 µM. 290,000 tested, 0.01% active;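 active = EGFP signal decrease of at least 30% at 10 µM or well 3 SD below plate mean, unless failing retest; inactive = the rest, including hits failing retest or dose response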; also: some compounds called inactive have numbers as strong as hits; many of its hits are not listed in these tables
M18AAP inhibitor: PfM18AAP inhibitors, malaria aminopeptidase, primary screen, biochemical, QFRET, recombinant enzyme; H-Glu-NHMec fluorogenic cleavage; 290,000 tested, 1.2% active; inhibition, % at 7.35 µM;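 active = inhibition above the campaign mean inhibition over all tested compounds plus 3 SD, cut at about 28% in these data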;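 also: 0% = plate median of test compound wells and 100% = 2 mM ZnCl2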
MEKK3 PB1 HTS: modulators of MEKK3-MEK5 PB1 binding, primary screen, biochemical, wildtype MEKK3, multiplex bead flow cytometry, Alexa488-MEK5. Mitogen-activated protein kinase kinase kinase 3 (Homo sapiens), Q99759. bead-based flow cytometry, Alexa488-MEK5 binding to MEKK3; actives lie on both sides; 0 = blocked by unlabeled MEK5, 100 = vehicle. binding response (% of control), % at 10 µM. 290,000 tested, 1.4% active. AID 1529, 2009;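 active = binding response more than 3 SD above or below the average of its plate-row segment, actives on both sides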;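 also: Alexa488 bead fluorescence after subtracting the streptavidin-only scavenger bead signal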
Target sequence (Q99759 whole entry, looked up): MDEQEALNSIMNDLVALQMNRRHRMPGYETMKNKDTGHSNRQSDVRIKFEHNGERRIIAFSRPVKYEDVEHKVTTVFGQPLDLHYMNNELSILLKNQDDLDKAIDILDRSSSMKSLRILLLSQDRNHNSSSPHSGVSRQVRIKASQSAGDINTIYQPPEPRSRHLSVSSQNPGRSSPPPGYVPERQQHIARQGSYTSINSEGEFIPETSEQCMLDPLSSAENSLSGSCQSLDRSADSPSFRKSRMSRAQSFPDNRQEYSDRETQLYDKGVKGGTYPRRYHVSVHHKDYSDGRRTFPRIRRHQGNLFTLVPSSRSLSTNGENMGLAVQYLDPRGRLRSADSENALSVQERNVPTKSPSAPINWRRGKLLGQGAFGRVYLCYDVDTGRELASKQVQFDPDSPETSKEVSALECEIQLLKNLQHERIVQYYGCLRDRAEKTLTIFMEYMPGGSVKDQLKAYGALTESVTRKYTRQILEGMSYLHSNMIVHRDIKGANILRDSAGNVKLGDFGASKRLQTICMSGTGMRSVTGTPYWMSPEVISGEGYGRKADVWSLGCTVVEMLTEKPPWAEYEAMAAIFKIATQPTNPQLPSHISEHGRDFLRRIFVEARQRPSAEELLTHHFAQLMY
MEKK2 WT-MEK5: modulators of MEK5 binding to wildtype MEKK2, primary screen, biochemical, multiplex bead flow cytometry, Alexa488-MEK5; Mitogen-activated protein kinase kinase kinase 2 (Homo sapiens), Q9Y2U5; Alexa488-MEK5 binding to MEKK2 WT; actives lie on both sides; binding response (% of control), % at 10 µM; 290,000 tested, 1.1% active; AID 1531, 2009; in the data active = binding response below about 67% or above about 130%
IDE cell activ: human IDE activators in live cells, primary screen, fluorescence polarization, HEK cells, FAbeta-B substrate | Insulin-degrading enzyme (Homo sapiens), P14735 | activation, % at 5.96 µM | 340,000 tested, 0.073% active | FAbeta-B cleavage; 0% vehicle, 100% cell-free pure enzyme wells;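 active = activation above the mean of all tested compounds plus 3 SD, set per screening campaign, cut at about 17% in these data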
NALP1 yeast inh: NALP1 inflammasome inhibitors in reconstituted yeast, colorimetric, S. cerevisiae, triplicate retest; S. cerevisiae NALP1/ASC/caspase-1 growth, X-gal OD620, 72 h; inhibition, % at 10 µM; 280,000 tested, 0.61% active; AID 2071, 2009; in the data active = inhibition mostly above about 24%, no sharp cut-off; inactive = mostly below about 32%; also: some compounds called inactive have numbers as strong as hits
MEKK2 mut-MEK5: MEK5 binding signal on mutant MEKK2 PB1, primary screen, biochemical, multiplex bead flow cytometry, Alexa488-MEK5; AID 1530, 2009; 290,000 tested, 0.35% active; percent response, % at 10 µM; Alexa488-MEK5 binding to MEKK2 mutant; in the data active = percent response above about 24%, passing the limit was not always enough; also: inactives centre near 1; some results filed as inactive read as strong as hits; reference of the scale not given here
UBC9 SUMO inh: inhibitors of in vitro SUMOylation cascade, primary screen, biochemical, HTRF, uHTS. 290,000 tested, 0.36% active. SUMO-conjugating enzyme UBC9 (Homo sapiens), P63279. AID 2006, 2009. HTRF SUMOylation assay, SAE1/SAE2 + UBC9. inhibition, % at 35 µM; in the data active = inhibition above about 50%, passing the limit was not always enough; also: strong numbers were not always called active
Target sequence (P63279 whole entry, looked up): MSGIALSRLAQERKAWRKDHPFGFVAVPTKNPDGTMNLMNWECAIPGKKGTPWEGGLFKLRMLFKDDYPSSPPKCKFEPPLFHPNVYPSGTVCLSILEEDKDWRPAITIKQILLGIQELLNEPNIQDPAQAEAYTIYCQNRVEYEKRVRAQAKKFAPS
An asterisk follows results filed as active; / = no result given.

item	IDE cell inh	p-CIP stab down	M18AAP inhibitor	MEKK3 PB1 HTS	MEKK2 WT-MEK5	IDE cell activ	NALP1 yeast inh	MEKK2 mut-MEK5	SMILES	UBC9 SUMO inh
1	6	-1	-4	105	104	10	-5	12	CC1CCCN(CCCNC(=O)C2CCN(S(=O)(=O)N3CCC4(CC3)OCCO4)CC2)C1 (stereo not given)	-2
2	2	/	5	109	112	3	/	-1	CCN(CC)S(=O)(=O)c1cccc(-c2nnc(SC(C)C(=O)NCCC3=CCCCC3)o2)c1 (stereo not given)	/
3	4	-6	1	91	92	-1	11	-4	CCc1nc(N)c(C#N)c(-c2ccncc2)c1C	19
4	/	3	0	101	101	-1	32	3	COc1ccccc1N1CCN(C(=O)c2c(-c3c(F)cccc3Cl)noc2C)CC1	0
5	-1	8	4	103	98	5	13	2	COc1ccc(CNC(=O)CSc2nnc3c(n2)[nH]c2ccc(OC)cc23)cc1	28
6	8	-24	7	99	101	4	15	-3	Cc1nnc(SCC(=O)N2CCCCCC2)n(N)c1=O	-7
7	-5	-9	4	111	117	-2	/	16	CCOc1ccc(OCC)c(C2C(C#N)=C(N)N(c3cccnc3)C3=C2C(=O)CC(C)(C)C3)c1 (stereo not given)	20
8	2	-9	-16	101	97	5	24	0	CC(=O)Nc1cccc(C(=O)/C=C/c2ccco2)c1	40
9	8	3	12	85	70	-1	12	-12	CC1(C)CC2(CC(c3ccccc3)c3ccc(O)cc3O2)NC(=S)N1 (stereo not given)	1
10	-3	-9	14	102	100	-9	1	-1	Cc1ccccc1-c1cn(-c2ccccc2)c(=S)[nH]1	8
11	5	1	8	97	91	-2	-9	-9	Cc1nc2nc[nH]n2c(=O)c1NS(=O)(=O)c1ccc(C(C)(C)C)cc1	17
12	1	7	3	104	93	6	19	-2	O=C(Nc1ccc(N2CCOCC2)cc1)C1CCN(S(=O)(=O)c2ccc3c(c2)OCCO3)CC1	-2
13	-1	-12	-9	100	99	2	9	-5	O=C(CSc1nnc(Cc2ccccc2)n1C1CCCCC1)N1CCOCC1	1
14	1	4	9	100	102	1	24	-1	O=Nc1ccc(NOC(=O)c2ccccc2Br)cc1	-4
15	5	-3	3	116	105	6	24	1	COc1ccccc1CNC(=O)C1CCC1	-6
16	-2	1	-2	93	96	-2	22	-1	Cc1ccc(C2CC(c3ccccc3)=NN2c2ccccc2)o1 (stereo not given)	-4
17	2	-8	-3	100	110	-1	-4	-6	CCn1c2ccccc2c2cc(NC(=O)CN(C)CC(=O)Nc3ccc(N4CCOCC4)cc3)ccc21	-7
18	/	-8	0	104	115	4	6	8	CCN(CCN1CCCC1)C(=O)c1cc(COc2ccccc2SC)on1	11
19	-3	4	1	103	107	0	35	-2	CCOc1ccc(-c2nnn(CC(=O)NCCc3c[nH]c4ccccc34)n2)cc1	-14
20	5	0	-4	110	105	4	-7	-3	CC(NC(=O)c1ccc2c(c1)OCCO2)c1ccc(S(N)(=O)=O)cc1 (stereo not given)	0

At a glance, part of the list above.
item	IDE cell inh	p-CIP stab down	M18AAP inhibitor	MEKK3 PB1 HTS	MEKK2 WT-MEK5	IDE cell activ	NALP1 yeast inh	MEKK2 mut-MEK5	SMILES	UBC9 SUMO inh
1	6	-1	-4	105	104	10	-5	12	CC1CCCN(CCCNC(=O)C2CCN(S(=O)(=O)N3CCC4(CC3)OCCO4)CC2)C1 (stereo not given)	-2
2	2	/	5	109	112	3	/	-1	CCN(CC)S(=O)(=O)c1cccc(-c2nnc(SC(C)C(=O)NCCC3=CCCCC3)o2)c1 (stereo not given)	/
3	4	-6	1	91	92	-1	11	-4	CCc1nc(N)c(C#N)c(-c2ccncc2)c1C	19
4	/	3	0	101	101	-1	32	3	COc1ccccc1N1CCN(C(=O)c2c(-c3c(F)cccc3Cl)noc2C)CC1	0
5	-1	8	4	103	98	5	13	2	COc1ccc(CNC(=O)CSc2nnc3c(n2)[nH]c2ccc(OC)cc23)cc1	28
6	8	-24	7	99	101	4	15	-3	Cc1nnc(SCC(=O)N2CCCCCC2)n(N)c1=O	-7
7	-5	-9	4	111	117	-2	/	16	CCOc1ccc(OCC)c(C2C(C#N)=C(N)N(c3cccnc3)C3=C2C(=O)CC(C)(C)C3)c1 (stereo not given)	20
8	2	-9	-16	101	97	5	24	0	CC(=O)Nc1cccc(C(=O)/C=C/c2ccco2)c1	40
9	8	3	12	85	70	-1	12	-12	CC1(C)CC2(CC(c3ccccc3)c3ccc(O)cc3O2)NC(=S)N1 (stereo not given)	1
10	-3	-9	14	102	100	-9	1	-1	Cc1ccccc1-c1cn(-c2ccccc2)c(=S)[nH]1	8
11	5	1	8	97	91	-2	-9	-9	Cc1nc2nc[nH]n2c(=O)c1NS(=O)(=O)c1ccc(C(C)(C)C)cc1	17
12	1	7	3	104	93	6	19	-2	O=C(Nc1ccc(N2CCOCC2)cc1)C1CCN(S(=O)(=O)c2ccc3c(c2)OCCO3)CC1	-2
13	-1	-12	-9	100	99	2	9	-5	O=C(CSc1nnc(Cc2ccccc2)n1C1CCCCC1)N1CCOCC1	1

Next compounds follow.
item	IDE cell inh	p-CIP stab down	M18AAP inhibitor	MEKK3 PB1 HTS	MEKK2 WT-MEK5	IDE cell activ	NALP1 yeast inh	MEKK2 mut-MEK5	SMILES	UBC9 SUMO inh
21	2	4	12	101	99	0	-15	-4	O=C(COc1ccc(Br)cc1)NNC(=S)NCc1ccccc1	-66
22	1	1	20	102	115	3	10	8	COc1ccc(O)c(CN2CCC(n3nccc3NC(=O)C3CCCC3)CC2)c1	-18
23	4	-3	12	102	103	-3	-90	11	O=C(NCCN1CCOCC1)c1cc2ccccc2[nH]1	17
24	2	3	-4	107	115	0	1	11	Cc1ccc(NC(=O)c2ccccc2Cl)c(Cl)c1	2
25	0	2	4	102	119	1	4	11	CCc1nnc(NC(=O)CSc2nc(-c3ccccc3)cc(-c3ccc(OC)cc3)c2C#N)s1	-19
26	4	9	-7	98	100	5	-1	3	COc1ccc(CCNC(=O)CCn2cccc2)cc1OC	-4
27	25*	0	5	100	108	-12	19	5	O=C(CSc1ccsc1[N+](=O)[O-])N1CCN(c2ccc(Cl)cc2)CC1	24
28	1	1	5	75	89	6	19	-2	COc1cc(/C=N/NC(=O)CCc2n[nH]c(=O)[nH]c2=O)cc(OC)c1OC	23
29	0	-3	-5	104	98	1	0	4	Cc1ccc(-c2nnn(CC(=O)N(c3ccc(F)cc3)C(C(=O)NC(C)(C)C)c3ccco3)n2)o1 (stereo not given)	13
30	-2	0	4	94	95	3	-10	1	CCc1ccccc1N(C)S(=O)(=O)c1ccc2[nH]cc(C(=O)O)c(=O)c2c1	18
31	/	0	3	100	102	-3	0	4	CC(NC(=O)CN1CCN(c2ccccc2F)CC1)c1ccccc1 (stereo not given)	4
32	-1	-15	-3	142*	103	5	13	1	CCOC(=O)N1CCN(C(=O)C2CCN(C(=O)c3cc(OC)cc(OC)c3)CC2)CC1	0
33	-2	-24	15	100	103	-4	-16	0	NC(=S)NNC(=O)/C(=C/c1ccc(Br)cc1)NC(=O)c1ccccc1	15
34	0	-3	1	101	101	6	24	2	CCC(Sc1nc(=O)cc(N)n1CCc1ccccc1)C(=O)Nc1cc(C)on1 (stereo not given)	-4
35	4	-1	4	98	96	3	3	-6	O=C(CN1CCCc2ccccc21)NC(=O)NCc1ccco1	16
36	0	1	-9	100	103	1	/	5	Cc1c(S(=O)(=O)N2CCc3ccccc3C2)c(=O)n(C)c(=O)n1C	-1
37	-6	4	4	105	100	4	1	6	Cc1ccccc1OCC(=O)Nc1ccc2oc(=O)ccc2c1	-7
38	-4	-3	6	103	104	3	6	4	NS(=O)(=O)c1ccc(NC(NC(=O)c2cccnc2)C(Cl)(Cl)Cl)cc1 (stereo not given)	6
39	-3	-10	-6	135*	115	6	/	25	N/C(COc1cc(Cl)cc(Cl)c1)=N\O	15
40	1	-1	1	99	95	2	20	-1	Cc1ccccc1NC(=O)N1C2CCCC1CC(NC(=O)C1CC1)C2 (stereo not given)	5
41	1	0	-10	99	100	3	2	2	O=C(CC1CCCCC1)OCn1nnc2ccccc2c1=O	-16
42	17*	0	0	90	90	-13	34	-1	COc1ccccc1-c1c(C(F)(F)F)oc2cc(OC(=O)c3ccc([N+](=O)[O-])cc3)ccc2c1=O	10
43	2	-24	-3	103	102	2	-9	2	Cc1nc(Sc2nnnn2-c2ccccc2)c(C#N)c(C)c1C	7
44	4	-12	5	108	107	-1	5	6	COc1cc(C(=O)OCC(=O)NC(C)CCc2ccccc2)cc(OC)c1OC (stereo not given)	5
45	5	-18	8	104	108	-1	3	9	CCn1c(SCC(=O)NCc2ccco2)nnc1C(C)C	6
46	6	15	15	86	86	4	-8	-8	CN(Cc1ccccc1)S(=O)(=O)c1ccc(Cl)c(C(=O)O)c1	-25
47	-1	-1	7	87	99	5	16	0	COc1ccc(/C=N/NC(=O)CNC(=O)c2ccc3c(c2)OCCO3)cc1OC	22
48	1	-20	-4	113	109	-5	11	14	COc1ccc(-c2nc3n(c(=O)c2C#N)CCS3)c(OC)c1	38
49	0	-1	-6	89	84	-2	11	-4	CC1(C)CC(=O)C(C2=NC3(CCCCCC3)Cc3ccccc32)=C(O)C1	24
50	2	-9	3	101	99	0	-4	7	O=C(O)CCC(=O)Nc1sc2c(c1C(=O)NCc1ccccc1)CCCC2	1

High-throughput results deposited in PubChem by several laboratories.

Some of the compounds tested (hit frequency here may not be typical).
